# PLK1 PBD block – PLK1 (human) polo-box domain binding inhibition; Potency, µM, inactives show max response, negative = inhibition, actives largely listed as inhibitors; 2.8% of 360,000 active; Plk1 PBD binding of FITC phosphopeptide, fluorescence polarization; P53350; also: potency is read from the fitted curve at half-maximal effect; series mostly up to about 57 µM; % is scaled to controls: 0 for no effect and ±100 for the full control effect; nearly all actives have a fitted effect of over 65% in size
# PI5P4Ka inh – PI5P4K alpha (human) kinase inhibition | P48426 | PI5P4Kalpha enzyme, ADP-Glo luminescence, 60 min; active compounds read low | max response, % | 1.2% of 330,000 active | AID 652105; active = max response of -50% or lower; inconclusive = between -30% and -50%; inactive = -30% or higher; also: value at the top dose of about 77 µM; % is scaled to controls: 0 for no effect and ±100 for the full control effect
#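 Compounds were pin-transferred onto PI5P4Kalpha and substrate in HEPES pH 7.4 buffer with EGTA, CHAPS and 5% DMSO. ATP (5 microM final) started the reaction, which ran 60 minutes at room temperature before ADP-Glo detection.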
# IL-2 act – activates IL-2 in a cell-based reporter assay | AID 652025 | IL-2 activation reporter assay, cell-based qHTS; stimulated with anti-CD3/CD4/CD28 beads; in transgenic mouse T cells | activation, % (series mostly up to about 46 µM) | 0.065% of 360,000 active; in the data active = activation above about 50%; inconclusive = mostly about 30% to 49%; also: 0% is about no effect
#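 Quantitative HTS in unstimulated transgenic mouse T cells, with memory T cells as non-tolerant control and PMA/ionomycin as tolerance-bypass control. Compound pretreatment lasted 60 minutes before 18 h bead stimulation; EGFP/DsRed fluorescence read.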
# FUS yeast rescue – rescues growth of FUS-expressing yeast; S. cerevisiae FUS-expressing, growth rescue, OD600, 24 h; Potency, µM (series often up to 76.6 µM), inactives show at the top dose growth rescue (activation), most hits filed as activators; 0.24% of 390,000 active;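 also: potency is read from the fitted curve at half-maximal effect; plate controls were DMSO vehicle for no effect and reference control for full effect; nearly all actives have a fitted effect of over 55% in size; some results filed as inactive show a strong effect at the top dose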
#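 FUS-expressing yeast, raffinose-pregrown, induced in 2% galactose minimal medium at OD 0.005; compounds in a dilution series, 24hr at 30C. Growth restoration read as absorbance at 600 nm. CP55940 positive control, DMSO negative.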
# WRN helicase inh – WRN helicase (human) inhibition; Potency, µM (top dose mostly 114 µM), inactives show top-dose activity change, negative = inhibition, actives largely listed as inhibitors; Q14191; 0.46% of 360,000 active; WRN helicase unwinding, fluorescent forked duplex, kinetic; also: potency is read from the fitted curve at half-maximal effect; % is scaled to controls: 0 for no effect and ±100 for the full control effect; nearly all actives have a fitted effect of over 55% in size
#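 Screening of the MLSMR collection measured strand separation of a quenched forked DNA duplex (100 nM) by 20 nM WRN with 2 mM ATP, all final. Compounds were preincubated with enzyme 15 min at room temperature.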
# EPAC1 antag – blocks human EPAC1 exchange factor | EPAC1 GEF assay, Rap1b-BODIPY-GDP exchange fluorescence | Potency, µM (titrated, usually from 115 µM), inactives show top-dose activity change, negative = inhibition, hits mostly inhibitors | 0.14% of 360,000 active | AID 720709;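 also: potency is read from the fitted curve at half-maximal effect; plate controls were vehicle for no effect and positive control for full effect; nearly all actives have a fitted effect of over 50% in size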
# Target sequence (O95398 whole entry, looked up): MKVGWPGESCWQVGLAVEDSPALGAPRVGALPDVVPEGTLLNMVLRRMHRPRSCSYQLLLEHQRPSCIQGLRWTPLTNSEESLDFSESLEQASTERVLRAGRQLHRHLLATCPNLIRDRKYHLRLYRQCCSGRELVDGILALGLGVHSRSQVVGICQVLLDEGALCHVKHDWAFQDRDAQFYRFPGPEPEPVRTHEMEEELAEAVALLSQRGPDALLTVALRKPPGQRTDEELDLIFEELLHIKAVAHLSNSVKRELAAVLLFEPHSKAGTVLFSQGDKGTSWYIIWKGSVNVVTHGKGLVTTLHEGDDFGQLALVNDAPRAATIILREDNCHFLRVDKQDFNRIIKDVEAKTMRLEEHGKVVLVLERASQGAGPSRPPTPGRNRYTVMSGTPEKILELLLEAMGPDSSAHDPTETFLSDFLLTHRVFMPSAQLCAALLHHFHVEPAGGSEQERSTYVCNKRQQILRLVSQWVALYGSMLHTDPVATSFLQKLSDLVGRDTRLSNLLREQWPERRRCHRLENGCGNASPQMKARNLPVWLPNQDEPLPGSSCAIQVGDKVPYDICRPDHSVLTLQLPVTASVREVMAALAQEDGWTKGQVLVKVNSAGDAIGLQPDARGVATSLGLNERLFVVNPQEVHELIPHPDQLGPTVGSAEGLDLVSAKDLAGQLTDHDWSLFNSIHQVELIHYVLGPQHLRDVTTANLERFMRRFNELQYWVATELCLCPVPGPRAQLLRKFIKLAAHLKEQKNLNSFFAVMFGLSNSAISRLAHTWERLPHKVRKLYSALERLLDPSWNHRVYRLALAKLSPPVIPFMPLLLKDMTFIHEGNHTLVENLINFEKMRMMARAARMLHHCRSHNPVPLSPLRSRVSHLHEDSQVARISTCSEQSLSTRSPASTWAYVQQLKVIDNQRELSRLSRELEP
# EPAC1 agonist – EPAC1 (human) agonism | O95398 | EPAC1 agonist qHTS, biochemical assay; response scale: 100% = response to 6.5 mM cAMP | Potency, µM (doses to about 154 µM), without a hit: at the highest dose activation, most hits filed as activators | 0.073% of 360,000 active; also: potency is read from the fitted curve at half-maximal effect; nearly all actives have a fitted effect of over 60% in size
#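 EPAC1 100 nM, Rap1B–BODIPY-GDP 250 nM, unlabeled GDP 50 uM; compound titration; 5 min RT; kinetic read ex480/em540 at 5-min intervals ×30 min; data normalized to 6.5 mM cAMP agonist control.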
# aSyn yeast inh – rescues yeast growth from alpha-synuclein toxicity; Yeast expressing alpha-synuclein, growth rescue, BacTiter-Glo, 24 h; Potency, µM (series often up to 46.1 µM), without a hit: at the top dose growth rescue (activation), most hits filed as activators; 0.14% of 370,000 active; also: potency is read from the fitted curve at half-maximal effect; % of control where 0% means no effect; nearly all actives have a fitted effect of over 65% in size
#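 Galactose-induced alpha-syn yeast (OD600=0.02, raffinose-pregrown) + pinned cpd, 24 hr, 30 deg C; growth by BacTiter-Glo luminescence. Growth restoration scores as activation.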
# Abeta rescue – restores growth of yeast expressing A-beta42 peptide. yeast expressing A-beta42, growth rescue, OD600, 48 h; response scale: 0% DMSO, 100% iron-clioquinol control. Potency, µM (top dose mostly 46.1 µM), inactives show at the top dose growth rescue, usual class: activators. 0.063% of 410,000 active. AID 1347071; also: potency is read from the fitted curve at half-maximal effect; nearly all actives have a fitted effect of over 55% in size
#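 Yeast growth medium received pinned compounds, then yeast cells expressing toxic A-beta were added; plates incubated at 30 C for 48 hr. Growth read as absorbance at 600 nm, normalized to DMSO and equimolar FeCl3 plus clioquinol controls.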
# * = called active by the depositor; ? = inconclusive; . = no result given; [ ] = remark or other dose. Unless noted, calls follow the shape of the dose curve; as a rule, active = well fitted curve in the direction sought with a large enough effect; inconclusive = small, poorly fitted or top-dose-only effect, or another doubt; inactive = no such curve, though single readings can be large; an effect the other way counts as inactive or inconclusive.
# Value order – PI5P4Ka inh | PLK1 PBD block | EPAC1 agonist | IL-2 act | WRN helicase inh | EPAC1 antag | FUS yeast rescue | aSyn yeast inh | Abeta rescue
COc1cc(C)c2c(c1C=O)Oc1c(c(C)c(O)c3c1C(O)OC3=O)OC2=O (stereo not drawn)
 : -64* | -24% | 0% | 2.9 | 50µM* | -30% | -3% | -1% | -10%
CCc1nc(N)nc(N)c1-c1ccc(N(C)Cc2ccccc2)c([N+](=O)[O-])c1
 : 3 | 1% | 5% | -6.9 | -5% | -2% | . | 1% | -8%
O=[N+]([O-])c1ccc(C2CCCC/C2=N/OCc2ccc(F)cc2)c([N+](=O)[O-])c1 (stereo not drawn)
 : -1 | -2% | 2% | -0.2 | -8% | -7% | -10% | . | 28%
Cc1ccc(C2(C)NC(=O)N(CC(=O)N(Cc3ccccc3)C(C)(C)C)C2=O)cc1 (stereo not drawn)
 : -14 | -6% | 2% | 0.2 | -2% | -6% | ? | 4% | 18%
CCN(C(=O)COC(=O)CCc1ccc(OC)cc1)c1c(N)n(Cc2ccccc2)c(=O)[nH]c1=O
 : 1 | 3% | -7% | -5.1 | 5% | -2% | 13% | 3% | 2%
COc1cc(-c2cc(OC)c3c(C)oc(C)c3c(=O)c2)ccc1O
 : . | -12% | 16% | 2.2 | -15% | -2% | 22% | 2% | -18%
Cc1ccc(CCNC(=O)c2nc(CS(=O)(=O)c3ccc(Cl)cc3)no2)cc1
 : -1 | 1% | -11% | -3.7 | 6% | -3% | -2% | 5% | 3%
O=C(Cc1ccccc1)NCC(=O)OCC(=O)c1cccs1
 : . | -6% | 3% | -1.4 | -6% | 2% | -14% | 1% | -2%
Cc1ccc(C2=CSC3=NNC4(CCCCC4)NN23)cc1
 : -1 | -23% | 3% | -1.1 | -5% | ? | 5% | -1% | -35%[inhibitor]
Nc1nnc(SCC(=O)Nc2cccc(S(N)(=O)=O)c2)s1
 : 0 | -3% | -5% | -1.9 | 7%[57.1 µM] | -7% | 21% | -1% | 7%
CCN(CC)c1ccc(C(=S)N2CCN(c3ccccc3)CC2)cc1
 : 7 | 13µM* | 4% | 0.2 | -4% | -3% | -7% | -4% | 7%
CC(NS(=O)(=O)c1ccc(Cl)cc1)C(=O)N1CCOCC1 (stereo not drawn)
 : 12 | -11% | 8% | -3.2 | -1% | 2% | -16% | -1% | 4%
CCCCC(=O)Nc1ccc(C(=O)NNC(=O)c2ccc(C)c(Br)c2)cc1
 : -10 | -10% | -4% | -2.2 | -6%[11.6 µM] | -21% | 1% | 9% | 12%
CCOCCCNC(=O)C(c1ccc(OC)cc1)N(Cc1ccc2c(c1)OCO2)C(=O)c1ccccn1 (stereo not drawn)
 : -7 | -7% | 8% | -1.3 | -25% | -2% | 17% | 1% | 10%
CCCCNC(=O)NNC(=O)c1ccoc1C
 : 6 | -6% | 5% | 0.1 | 3% | 2% | -3% | -9% | -11%
CCOC(=O)Cn1cnc2c(C#N)c3n(c2c1=O)CCCCC3
 : 1 | -7% | 8% | 1.9 | -25% | -9% | -35% | -11% | -2%[9.22 µM]
Cc1cccc(N=Cc2c(O)cc(C)oc2=O)c1
 : -8 | -7% | 6% | 0.5 | 4% | 8% | 12% | 2% | -15%
Cc1ccc(OC(C)C(=O)O)cc1C (stereo not drawn)
 : -1 | 3% | 9% | 0.9 | 5% | -1% | 9% | 10% | 4%
O=C(NC1CCCN(Cc2ccc(Cl)cc2)C1)c1cnc2ccccn2c1=O (stereo not drawn)
 : 3 | -6% | -2% | -3.0 | -24% | 1% | . | -5% | -15%
CSC1=N/C(=C\c2ccc(Br)o2)C(=O)S1
 : 4 | -28% | 9% | 0.4 | ? | -13% | -2% | 11% | 1%
Fc1ccc(-c2n[nH]c(=S)n2Cc2ccccc2)cc1
 : -3 | -9% | -2% | -6.7 | -2% | -12% | 4% | -3% | 14%
CCOC(=O)C1(CC2CC2)CCN(Cc2ccc(C(=O)OC)cc2)CC1
 : -5 | -12% | -1% | -0.6 | -6% | -12% | -2% | 1% | -2%
CCN(CC)C(=O)[C@H]1C[C@H](CC(=O)NCC23CC4CC(CC(C4)C2)C3)C(=O)N2CCc3c([nH]c4cc(CCC(=O)N(C)C)ccc34)[C@]12C
 : 2 | -6% | 9% | -0.5 | 2% | 1% | 45% | 0% | 2%
CCCOC(=O)C(C)n1c(-c2ccccc2)nc2ccccc2c1=O (stereo not drawn)
 : . | -7% | 8% | -1.2 | 0% | -1% | 9% | -2% | -11%
COc1ccc(/C=N/Nc2ncnc(Cl)c2N)cc1OC
 : -9 | -5% | -11% | -0.3 | -28% | -26% | . | -9% | -17%
C#CCOCCOCCOCCNc1nc(N2CCN(C(=O)[C@H](CC(N)=O)n3cc(C(N)[C@H](C)CC)nn3)CC2)nc(N2CCN(C(=O)[C@H](CC(N)=O)n3cc(C(N)[C@@H](C)CC)nn3)CC2)n1 (stereo partly drawn)
 : 5 | -4% | -1% | 0.0 | -3% | 5% | -2% | 0% | -13%
CN1C(=O)c2ccccc2C(C(=O)NCCCN2CCCC2)C1c1c[nH]c2ccccc12 (stereo not drawn)
 : 2 | -5% | -9% | -0.8 | -13% | 2% | ? | -4% | 5%
CCOC(=O)c1cnc2c(C)c(-c3ccccc3)[nH]n2c1=O
 : 4 | -5% | 1% | -0.3 | -3% | 0% | 3% | 0% | -13%
N#Cc1c(Cl)nsc1NC(=O)c1ccccc1
 : -54* | -21% | 14% | 0.1 | -15% | 15% | -9% | -67%[inhibitor] | -85%[inhibitor]
Cc1ccc(-c2nn3c(C)nnc3s2)cc1N
 : . | -1% | -2% | -2.9 | -6% | 14% | 14% | -6% | -15%
CCC(=O)OCCNc1cc(Sc2nc3ccccc3[nH]2)c2nonc2c1[N+](=O)[O-]
 : -56* | 1.2µM* | 6% | 0.9 | ? | ? | 16% | 6% | 4%
Cc1ccccc1Cn1c(=O)n(CCCC(=O)NCc2ccco2)c(=O)c2ccccc21
 : 2 | -6% | -11% | -0.8 | -6% | -2% | 20% | 1% | 20%
CCN(CC)C(=O)CN1C(=O)C2(OCC(C)(C)CO2)c2ccccc21
 : -1 | 1% | -10% | 0.5 | 6% | 3% | . | 3% | 3%
Cc1nc(Sc2ccc(Br)cc2)c(C#N)c(C)c1[N+](=O)[O-]
 : 6 | -12% | 10% | -0.4 | -31% | -4% | -15% | -25% | 14%
COc1ccc(C2CC(=O)C(C=NCCCN3CCOCC3)=C(O)C2)cc1 (stereo not drawn)
 : -8 | 0% | 0% | 0.6 | 9% | -12% | 5% | 1% | 0%
Cc1cc(C)cc(NC(=O)C2CCN(S(=O)(=O)c3ccc4[nH]c(=O)ccc4c3)CC2)c1
 : -19 | -7% | -7% | 1.2 | 1% | 1% | 11% | -1% | 5%
CCc1ccc2c(c1)C(c1ccc([N+](=O)[O-])cc1)=NNC(c1ccc(Br)cc1)=N2
 : 0 | -3% | -11% | -0.6 | -1% | -3% | -6% | 0% | 4%
NNC(=O)CCn1nnc2ccccc21
 : 7 | -3% | 4% | -0.8 | -9% | -1% | -14% | 1% | -4%
O=C(N/N=C/c1cccnc1)c1ccccc1
 : 8 | -3% | 8% | -2.4 | -4% | 11% | -23% | 4% | 0%
O=C(Cc1ccc(Cl)cc1)Nc1ccc(NC(=O)c2ccccc2)cc1
 : 1 | -13% | 3% | 1.1 | -6% | 7% | -2% | -2% | 2%
Cc1ccc(NC(=O)C2=CN3CCS(=O)(=O)N=C3C=C2)cc1
 : 4 | 4% | 12% | 1.7 | -15% | -11% | 18% | -1% | -6%
CCCc1cc(=O)[nH]c(SCC(=O)Nc2cc(S(=O)(=O)N(CC)c3ccccc3)ccc2Cl)n1
 : -20 | ? | 9% | 0.0 | ? | -10% | . | 1% | 7%
COc1cc(C(=O)N(Cc2cc3ccccc3[nH]c2=O)CC2CCCO2)cc(OC)c1OC (stereo not drawn)
 : . | -1% | 4% | -1.5 | -12% | 5% | 6% | 1% | 7%
COc1ccc(N(CCCN2C(=O)c3cccc4cccc(c34)C2=O)C(=O)c2ccncc2)cc1
 : -1 | -13% | 0% | -0.6 | 7% | 3% | 33% | -2% | 3%
Cn1ccc2c(N(c3ccccc3)C3CCCCC3)cc3c(c21)C1CCC3O1 (stereo not drawn)
 : 14 | -4% | -4% | -0.5 | -6% | -2% | -2% | 9% | 15%
COc1ccccc1NC(=O)Cn1cnc2c(oc3ccccc32)c1=O
 : 3 | 6% | -7% | 3.7 | -2% | 2% | 1% | 1% | 14%
O=C(O)CC(C(=O)Nc1cccc(C(F)(F)F)c1)C1CCCO1 (stereo not drawn)
 : 2 | 0% | -2% | -3.3 | 4% | 6% | -3% | 0% | -2%
OC(c1ccccc1)c1nc(-c2cc(F)cc(F)c2)cs1 (stereo not drawn)
 : 4 | -9% | -16% | -0.9 | -2% | -15% | 5% | 18% | -16%
CCOc1cc(/C=C(\C#N)C(=O)Nc2cccc(C(=O)O)c2)ccc1OCc1ccc(Br)cc1
 : -3 | 0% | 8% | 1.3 | -25%[11.6 µM] | 22% | 46% | -6% | -13%
O=C(CCS(=O)(=O)c1ccccc1)Nc1nc2c(s1)COc1ccccc1-2
 : -20 | -29% | 6% | -4.1 | -7% | -26% | -15% | 5% | 25%
CC(C)(C)c1ccc(C(=O)NCC(=O)O)cc1
 : 0 | -9% | 7% | 1.7 | 0% | -29% | 3% | 0% | 5%
O=C(N[C@H]1C/C=C\C[C@H](CC(=O)N(CCO)Cc2ccccc2)C(=O)N[C@@H](c2ccccc2)COC1=O)OCC1c2ccccc2-c2ccccc21
 : -7 | -12% | -1% | -4.2 | -2% | -3% | ? | -7% | -9%
O=C(NC1CCCc2ccccc21)c1ccc(CNc2c(N3CCOCC3)c(=O)c2=O)cc1 (stereo not drawn)
 : 5 | 1% | -15% | -3.2 | 6% | 7% | 0% | 0% | -12%
Cc1cc(N2CCCC2=O)ccc1S(=O)(=O)NC1CCCCC1
 : -14 | -12% | 5% | -2.9 | -34% | -18% | 16% | -2% | -10%

# High-throughput results as filed in PubChem BioAssay.
